TGFb inhibitor: inhibitors of TGF-b signaling. HepG2 CAGA-GFP TGF-b/SMAD3 reporter, GFP fluorescence, 18 h; TGF-beta stimulated, 500 pg/mL final. Potency, µM (top dose mostly 46.1 µM), inactives show at the highest dose activity, negative = inhibition, usual class: inhibitors. 410,000 tested, 1.2% active. AID 588855; also: potency is read from the fitted curve at half-maximal effect; % is scaled to controls: 0 for no effect and ±100 for the full control effect; nearly all actives have a fitted effect of over 65% in size
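Smad-responsive CAGA-GFP expression was quantified in HEPG2 cells exposed to compounds and 500 pg/mL final TGF-beta for 18 h at 37 degrees C; unstimulated wells defined full inhibition.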
HepG2 viability: kills HepG2 cells in TGF-b inhibitor counter-screen. HepG2 CAGA-GFP viability, ATP luminescence, 18 h. Potency, µM (top dose mostly 46.1 µM), for inactives: at the highest dose activity change, negative = cytotoxicity, actives largely listed as cytotoxic. 410,000 tested, 0.76% active; also: potency is read from the fitted curve at half-maximal effect; some results filed as inactive show a strong effect at the top dose
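HepG2 CAGA-GFP cells (1000/well, DMEM with 1% FBS) received compound, then TGF-beta at 500 pg/mL final, and were incubated 18 hours at 37 degrees C. Viability was read by CellTiter-Glo luminescence. Media-only wells were set as complete cell-killing and DMSO as no toxicity.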
Abeta yeast res: A-beta toxicity reversal in yeast; Potency, µM (highest dose often 46.1 µM), without a hit: at the highest dose growth rescue, usual class: activators; 410,000 tested, 0.063% active; yeast expressing A-beta42, growth rescue, OD600, 48 h; response scale: 0% DMSO, 100% iron-clioquinol control; also: potency is read from the fitted curve at half-maximal effect; nearly all actives have a fitted effect of over 55% in size
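Yeast A-beta toxicity model in growth medium with pinned compounds, 48 h at 30 C; growth read as absorbance at 600 nm. Normalized to FeCl3/clioquinol equimolar mix (positive) and DMSO (negative).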
Nrf2 activator: activators of Nrf2 (ARE) signaling; AREc32 ARE-luciferase reporter (MCF7-derived line), luminescence, 24 h; Potency, µM (titrated, usually from 46.1 µM), for inactives: at the highest dose activation, actives largely listed as activators; 410,000 tested, 0.31% active; AID 624171; also: potency is read from the fitted curve at half-maximal effect; % of control where 0% means no effect; nearly all actives have a fitted effect of over 65% in size
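ARE activation measured as luciferase luminescence (Steady-Glo, 30 min RT) in AREc32_Fluc cells after 24 hr compound exposure at 37 deg C, 5% CO2; cells seeded overnight at 1000/well in OPTI-MEM, 5% FBS.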
Nrf2 inh: Nrf2 pathway inhibition; AID 504444; Potency, µM (series often up to 46 µM), for inactives: top-dose activity change, negative = inhibition, most hits filed as inhibitors; 360,000 tested, 2.1% active; A549 ARE-Fluc reporter, luciferase luminescence, 18-24 h; also: potency is read from the fitted curve at half-maximal effect; % is scaled to controls: 0 for no effect and ±100 for the full control effect; nearly all actives have a fitted effect of over 60% in size
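Concentration-response testing used A549 ARE_Fluc cells at 5000 cells/well. Following an 18-24 h compound incubation, viability was read by fluorescence (Ex 405/Em 525) and luciferase output by luminescence.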
CCT chaperon mod: changes cytosolic chaperonin activity; purified chaperonin ATPase assay, HTRF ADP detection, 30 min; activity change, % (test concentration not listed), hits read low; 360,000 tested, 0.3% active; AID 651819; in the data active = activity change below about -30%; also: % is scaled to controls: 0 for no effect and ±100 for the full control effect
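TRiC at 40 or 20 nM final (batch-dependent) in 30 mM Tris pH 7.4, 100 mM KCl, 5 mM MgCl2, 1 mM DTT, with compound at single 76 uM and 10 uM ATP, 30 min at 37 deg C. ADP detected by HTRF Transcreener, 665/615 ratio.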
A549 tox: A549 cytotoxicity, counter-screen for Nrf2 inhibitors; A549 ARE-Fluc cells, CellTiter-Fluor viability, 18-24 h; Potency, µM (series often up to 46 µM), for inactives: at the top dose activity change, negative = cytotoxicity, most hits filed as inhibitors; 390,000 tested, 0.16% active; AID 504648; also: potency is read from the fitted curve at half-maximal effect; % is scaled to controls: 0 for no effect and ±100 for the full control effect
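Cytotoxicity counterscreen: CellTiter-Fluor fluorescence was measured in A549 ARE_Fluc cells after 18-24 h of compound exposure in a concentration series. The subsequent BugLite luminescent read reports ARE-luciferase activity.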
pAkt inh: Akt phosphorylation inhibition; activity change, % for hits at 50 µM; AID 651550; 360,000 tested, 0.32% active; Neuro2A IGF-stimulated pAkt S473 HTRF, 20 min; hits give low values; in the data active = activity change below about -80%; inconclusive = mostly about -51% to -80%; also: % is scaled to controls: 0 for no effect and ±100 for the full control effect
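Single-point screen (50 µM final compound) in Neuro2A cells stimulated 20 min with 6 nM IGF at 37 deg C. After lysis, Ser473-phosphorylated Akt read by HTRF (ex 330 nm, em 615/665 nm) as the 665/615 ratio.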
MmCpn inh: inhibitors of Methanococcus maripaludis chaperonin (MmCpn); purified Mm-Cpn ATPase, ADP Transcreener TR-FRET; Potency, µM (doses to about 76.9 µM), for the others: at the highest dose activity, negative = inhibition, actives largely listed as inhibitors; 330,000 tested, 0.031% active; AID 504842; also: potency is read from the fitted curve at half-maximal effect; % is scaled to controls: 0 for no effect and ±100 for the full control effect; nearly all actives have a fitted effect of over 80% in size
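ATPase read-out: TR-FRET ADP immunoassay (anti-ADP Eu cryptate vs ADP-d2), ex 320 nm, em 590/665 nm; signal drops as ADP forms. Enzyme 25 nM, ATP 10 uM, 30 min at 37°C after 10 min compound preincubation.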
An asterisk follows results filed as active; [ ] = dose if it differs, or a comment. Unless noted, calls follow the shape of the dose curve; as a rule, active = well fitted curve in the direction sought with a large enough effect; inconclusive = small, poorly fitted or top-dose-only effect, or another doubt; inactive = no such curve, though single readings can be large; an effect the other way counts as inactive or inconclusive.

O=C(CCCN1C(=O)c2ccccc2C1=O)N1CCN(c2ccccn2)CC1 was read as TGFb inhibitor 10%, HepG2 viability -18%, Abeta yeast res 3%, Nrf2 activator -0.1%, Nrf2 inh -2%, CCT chaperon mod -3.1, A549 tox 4%, pAkt inh inactive and MmCpn inh 0%.
Screening Cc1ccccc1OCc1nnc(SCC(=O)NCc2ccco2)n1C returned TGFb inhibitor 14%, HepG2 viability 6%, Abeta yeast res -4%, Nrf2 activator -0.1%, Nrf2 inh 0%, CCT chaperon mod -1.8, A549 tox -2%, pAkt inh inactive and MmCpn inh 3%.
O=C(NCCc1ccccc1)C(=O)NCC1CCCN1S(=O)(=O)c1cccs1 (stereo unspecified) was read as TGFb inhibitor -11%, HepG2 viability -11%, Abeta yeast res 14%, Nrf2 activator -0.3%, Nrf2 inh inconclusive, CCT chaperon mod -0.4, A549 tox -5%, pAkt inh inactive and MmCpn inh 0%.
For N#Cc1cnc(SCCc2ccccc2)nc1N the results were TGFb inhibitor 1%, HepG2 viability 6%, Abeta yeast res 29%, Nrf2 activator 23%, Nrf2 inh -2%, CCT chaperon mod 2.9, A549 tox -30%, pAkt inh inactive and MmCpn inh -6%.
Nc1ncnc2c1ncn2[C@@H]1O[C@H](C(=O)N2CCN(c3nc4ccccc4o3)CC2)[C@@H](O)[C@H]1O was read as TGFb inhibitor -2%, HepG2 viability 1%, Abeta yeast res 2%, Nrf2 activator -0.1%, CCT chaperon mod 0.2 and pAkt inh inactive.
`CCCCn1c(SCC(=O)NCc2ccco2)nc2ccccc2c1=O` gave TGFb inhibitor 26%, HepG2 viability 13%, Abeta yeast res -12%, Nrf2 activator -0.3%, Nrf2 inh -8%, CCT chaperon mod 0.1, A549 tox -6%, pAkt inh inactive and MmCpn inh -5%.
Screening COc1cccc(CN2CCC(n3nccc3NC(=O)C3CC3)CC2)c1 returned TGFb inhibitor 2%, HepG2 viability 0%, Abeta yeast res -1%, Nrf2 activator -0.7%, Nrf2 inh 3%, CCT chaperon mod 0.8, A549 tox 5%, pAkt inh inactive and MmCpn inh -2%.
`COC(=O)[C@H](C(C)C)n1c(C)c(C(C)=O)c(C(C)=O)c1C` gave TGFb inhibitor 9%, HepG2 viability -3%, Abeta yeast res 17%, Nrf2 activator -0.3%, Nrf2 inh 13%, CCT chaperon mod -0.6, A549 tox -7%, pAkt inh inactive and MmCpn inh -1%.
`COc1cccc(CNC(=O)CCn2c(=O)c3cccn3c3ccc(F)cc32)c1OC` gave TGFb inhibitor -1%, HepG2 viability -16%, Abeta yeast res -20%, Nrf2 activator 0.8%, Nrf2 inh 24% and A549 tox 8%.
CC(=Nc1ccc(C)c(C)c1)C1=C(O)CSC1=O was read as TGFb inhibitor 2%, HepG2 viability 5%, Abeta yeast res -20%, Nrf2 activator 26%, CCT chaperon mod -2.6, A549 tox -5%, pAkt inh inactive and MmCpn inh 0%.
Screening CC(C)c1ccc(NC(=O)CSC2=Nc3ccccc3C3=NC(CCC(=O)NC4CCCCC4)C(=O)N23)cc1 (stereo unspecified) returned TGFb inhibitor -2%, HepG2 viability 3%, Abeta yeast res -2%, Nrf2 activator -1.3% and A549 tox 4%.
`CS(=O)(=O)N(CC(=O)N1CCN(c2ccccc2)CC1)C1CCCCC1` gave TGFb inhibitor 2%, HepG2 viability -3%, Abeta yeast res 16%, Nrf2 activator -0.5%, Nrf2 inh -9%, CCT chaperon mod -3.0, A549 tox -3%, pAkt inh inactive and MmCpn inh -1%.
Screening O=C(O)Cn1c(=O)c(-c2ccccc2)nc2ccccc21 returned TGFb inhibitor 4%, HepG2 viability -3%, Abeta yeast res 2%, Nrf2 activator 3.4%, Nrf2 inh 7%, CCT chaperon mod -1.4, A549 tox -6%, pAkt inh inactive and MmCpn inh -1%.
For CCn1c(=O)c2c3c(sc2n2c(SCc4ccc(F)cc4)nnc12)CCCC3 the results were TGFb inhibitor 17%, HepG2 viability 20%, Abeta yeast res -3%, Nrf2 activator -0.3%, Nrf2 inh -5%, CCT chaperon mod -1.1, A549 tox 2% and pAkt inh inactive.
For Cc1nc2ccccc2c(=O)n1Cc1ccc([N+](=O)[O-])cc1 the results were TGFb inhibitor 20%, HepG2 viability 14%, Abeta yeast res -7%, Nrf2 activator 0.2%, Nrf2 inh -9%, CCT chaperon mod 0.8, A549 tox -6%, pAkt inh inactive and MmCpn inh -1%.

3 entries from above, ordered by molecular weight, rising:
For N#Cc1cnc(SCCc2ccccc2)nc1N the results were TGFb inhibitor 1%, HepG2 viability 6%, Abeta yeast res 29%, Nrf2 activator 23%, Nrf2 inh -2%, CCT chaperon mod 2.9, A549 tox -30%, pAkt inh inactive and MmCpn inh -6%.
`CS(=O)(=O)N(CC(=O)N1CCN(c2ccccc2)CC1)C1CCCCC1` gave TGFb inhibitor 2%, HepG2 viability -3%, Abeta yeast res 16%, Nrf2 activator -0.5%, Nrf2 inh -9%, CCT chaperon mod -3.0, A549 tox -3%, pAkt inh inactive and MmCpn inh -1%.
`COc1cccc(CNC(=O)CCn2c(=O)c3cccn3c3ccc(F)cc32)c1OC` gave TGFb inhibitor -1%, HepG2 viability -16%, Abeta yeast res -20%, Nrf2 activator 0.8%, Nrf2 inh 24% and A549 tox 8%.

New compounds follow
`C=C(C)Cn1c(NCCOC)nc2c1c(=O)[nH]c(=O)n2C` gave TGFb inhibitor inconclusive, HepG2 viability 17%, Abeta yeast res 10%, Nrf2 activator -0.3%, Nrf2 inh -2%, CCT chaperon mod -0.2, A549 tox 0%, pAkt inh inactive and MmCpn inh -1%.
For CC(/C=N/n1c(COc2ccccc2)n[nH]c1=S)=C\c1ccccc1 the results were TGFb inhibitor -6%, HepG2 viability -51%, Abeta yeast res 13%, Nrf2 activator 0.2%, Nrf2 inh inconclusive, CCT chaperon mod -0.1, A549 tox -14% and MmCpn inh -2%.
`COc1ccc(CN(C)C(=O)c2cccc(NS(=O)(=O)c3ccccc3)c2)c(OC)c1` gave TGFb inhibitor 0%, HepG2 viability -4%, Abeta yeast res 9%, Nrf2 activator -0.4%, Nrf2 inh inconclusive, CCT chaperon mod -0.4, A549 tox -8%, pAkt inh inactive and MmCpn inh -1%.
For COc1cccc(C(=O)Nc2nnc(SCC(=O)NC3CC3)s2)c1 the results were TGFb inhibitor -7%, HepG2 viability 0%, Abeta yeast res -2%, Nrf2 activator 1.2%, Nrf2 inh inconclusive, CCT chaperon mod -0.8, A549 tox -2%, pAkt inh inactive and MmCpn inh -3%.
For COc1cc2c(cc1OC)CN(C(=O)CCNS(=O)(=O)c1ccc(Br)cc1)CC2 the results were TGFb inhibitor -7%, HepG2 viability 10%, Abeta yeast res 12%, Nrf2 activator -0.8%, Nrf2 inh -5%, CCT chaperon mod -3.6, A549 tox -4%, pAkt inh inactive and MmCpn inh 1%.
`CN(C)c1cc(NC(=O)CN2CCOCC2)c2ccccc2n1` gave TGFb inhibitor 9%, HepG2 viability -12%, Abeta yeast res -4%, Nrf2 activator -0.2%, Nrf2 inh 6%, CCT chaperon mod -0.8, A549 tox -2%, pAkt inh inactive and MmCpn inh 0%[15.4 µM].
`N#Cc1ccc(NC(=O)Cn2c3[n+](c4ccc(C(F)(F)F)cc42)CCCCC3)cc1` gave TGFb inhibitor 1%, HepG2 viability -8%, Abeta yeast res -14%, Nrf2 activator -0.3%, Nrf2 inh 10%, CCT chaperon mod 1.4, A549 tox 1%, pAkt inh inactive and MmCpn inh 0%.
COc1ccc(C2(C(=O)Nc3nncs3)CCCC2)cc1 was read as TGFb inhibitor -5%, HepG2 viability 9%, Abeta yeast res 3%, Nrf2 activator -0.6%, CCT chaperon mod 2.4, A549 tox 10%, pAkt inh inactive and MmCpn inh -2%.
CCN(CC)S(=O)(=O)c1ccc(NCC2COc3ccccc3O2)c([N+](=O)[O-])c1 (stereo unspecified) was read as TGFb inhibitor inconclusive, HepG2 viability -3%, Abeta yeast res 15%, Nrf2 activator 3.6%, Nrf2 inh -9%, CCT chaperon mod -8.0, A549 tox -13%, pAkt inh inactive and MmCpn inh 2%.
Screening O=C(NC1CC1)c1ccc(CS(=O)c2ccccc2)o1 (stereo unspecified) returned TGFb inhibitor -12%, HepG2 viability -17%, Abeta yeast res -15%, Nrf2 activator 0.0%, Nrf2 inh 0%, CCT chaperon mod 1.2, A549 tox 6%, pAkt inh inactive and MmCpn inh 0%.
`COc1ccccc1-n1c(CNc2ccc(F)cc2)nnc1SCC(=O)Nc1cc(C)on1` gave TGFb inhibitor 0%, HepG2 viability 11%, Abeta yeast res 11%, Nrf2 activator 0.3%, Nrf2 inh 21%, CCT chaperon mod -5.0, A549 tox -6%, pAkt inh inactive and MmCpn inh 1%.
Screening CCOc1ccc(NC(=S)/C(=C(\[O-])c2ccc(C)c([N+](=O)[O-])c2)[n+]2ccccc2)cc1 returned TGFb inhibitor -3%, HepG2 viability 0%, Abeta yeast res 22%, Nrf2 activator 6.3%, CCT chaperon mod 1.6, A549 tox -11%, pAkt inh inactive and MmCpn inh 0%.

Outcome played no part in choosing rows. About 4.3% of those tested had a hit in this group.
